DYRK1A inh = inhibitors of rat Dyrk1A kinase | inhibition, % at 12.5 µM | Q63470 | 0.43% of 310,000 active | ADP-Glo luminescence, NFATc1 peptide; in the data active means inhibition above about 50%;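 further: plate controls were vehicle with enzyme for no effect and no enzyme for full effect; many of its hits are not listed in these tables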
KCNK9 inh = blocks the human KCNK9 two-pore domain potassium channel | HEK293 KCNK9, FluxOR thallium flux fluorescence; hits give low values | B-score at 10 µM | 1.2% of 310,000 active;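 active means ratio B-score over 3 SD below the library mean, with starting fluorescence within 5 SD of its mean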;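 further: negative B-score means less thallium flux so channel inhibition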
Target sequence (Q9NPC2 whole entry, looked up, the tested form may be a part): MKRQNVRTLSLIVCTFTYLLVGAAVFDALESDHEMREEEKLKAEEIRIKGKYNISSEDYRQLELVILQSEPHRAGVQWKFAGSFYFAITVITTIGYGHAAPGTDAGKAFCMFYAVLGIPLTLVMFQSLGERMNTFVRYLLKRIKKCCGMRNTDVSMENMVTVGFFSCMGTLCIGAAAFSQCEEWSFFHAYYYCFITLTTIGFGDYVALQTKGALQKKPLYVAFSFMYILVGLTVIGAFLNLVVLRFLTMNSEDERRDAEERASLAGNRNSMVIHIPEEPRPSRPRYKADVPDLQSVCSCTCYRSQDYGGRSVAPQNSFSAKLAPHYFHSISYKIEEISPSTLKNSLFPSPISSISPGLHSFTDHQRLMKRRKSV
PolyA inhibitor = yeast polyadenylation inhibition; S. cerevisiae SKY197-pL101 polyadenylation reporter, beta-gal luminescence; efflux-impaired pdr1/pdr3 knockout yeast; score 100 = 6 SD above DMSO; calls only at 12 µM; 0.02% of 300,000 active;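 active means lowest replicate activity score at least 50, where 100 means six control SD above control mean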;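 further: yeast exposed to compound for 9 h at 30 °C; higher score means more reporter readthrough which indicates perturbed polyadenylation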
KCNQ1 inh = inhibitors of human KCNQ1 potassium channel. CHO-K1 KCNQ1, FluxOR thallium flux fluorescence; hits give high values. 1.3% of 310,000 active. B-score at 10 µM. AID 2642;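 active means compounds whose thallium flux B-score, printed positive for inhibition, exceeds three library SD while starting fluorescence stays within three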;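 further: channel opened by potassium depolarization with thallium stimulus after 20 min compound exposure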
GSK3beta inhib = human GSK3beta kinase inhibition. GST-GSK3beta kinase, ADP-Glo luminescence, 60 min; hits give low values. activity score (negative = inhibition), % at 10 µM. 0.038% of 300,000 active. AID 2097. P49841;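 active means more than half of replicate wells score below -50%, meaning over 50% inhibition versus plate controls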;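 further: 0% = median DMSO wells and -100% = median GW8510 positive control wells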
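Test system: GST-tagged human GSK3beta kinase, cell-free; evaluation: activity score scaled between in-plate DMSO and GW8510 controls; measured by: ADP-Glo luminescence; incubation: 60 min reaction, RT; benchmarks: DMSO and 20 µM GW8510; reagent: peptide substrate plus 25 µM ATP (final); medium: Tris/MgCl2 kinase buffer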
RGS4 block = inhibitors of human RGS4. B-score at 10 µM. AID 463165. 0.45% of 310,000 active. HEK293 M3R/RGS4 inducible, Fluo-4 calcium flux; hits give high values; triggered by carbachol at its EC20. P49798;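 active means B-score, a plate-corrected calcium signal, over three deviations above library mean, with baseline fluorescence within five deviations of library mean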;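 further: RGS4 expression induced by doxycycline in cells with stable M3 receptor; B-score is computed from the integrated fluorescence ratio over baseline after carbachol; higher B-score means a larger calcium signal and so more RGS4 inhibition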
Target sequence (P49798 whole entry, looked up): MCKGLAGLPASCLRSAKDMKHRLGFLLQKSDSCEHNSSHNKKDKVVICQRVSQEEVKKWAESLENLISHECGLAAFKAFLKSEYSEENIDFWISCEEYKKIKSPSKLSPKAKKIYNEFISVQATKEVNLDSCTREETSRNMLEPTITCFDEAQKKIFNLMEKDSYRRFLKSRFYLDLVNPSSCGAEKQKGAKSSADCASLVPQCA
KCNQ1 act = potentiators or activators of human KCNQ1 potassium channel; P51787; CHO-K1 KCNQ1, thallium flux FluxOR fluorescence; hits give high values; B-score at 10 µM; 0.35% of 310,000 active; AID 2648;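 active means fluorescence ratio B-score, a plate-corrected score, at least three library SD, with initial intensity B-score within 5 SD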
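System: Stable KCNQ1 CHO-K1 line | Incubation: 90 min dye loading and 20 min compound exposure, both at room temperature | Measure: Ratio B score | Medium: Assay buffer for compound exposure, DMSO matched across wells | Compound dosing: Single-concentration screen | Probe or stimulus: K+/Tl+ depolarizing stimulus | Measured by: Kinetic FluxOR fluorescence, 10 s baseline plus 110 s post-stimulus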
hERG rescue = compounds protecting human hERG from proarrhythmic drug block. activation (rescue from dofetilide block), less the hit threshold, % at 10 µM. CHO-hERG, FluxOR thallium flux, dofetilide IC70 present. 0.51% of 310,000 active. AID 1511;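 active means activation above the mean of controls blocked by dofetilide plus 5 SD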;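 further: thallium influx through hERG after potassium depolarization seen as dye fluorescence rise; in these data hits start at about 4.7%; inactives centre near -7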
RGS4 pot = potentiators or activators of RGS4; B-score at 10 µM; HEK293 M3R/inducible RGS4, carbachol calcium flux Fluo4; hits give low values; 0.92% of 310,000 active;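 active means B-score of the integrated calcium signal more than 4 SD below the library mean, with starting fluorescence not abnormally high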;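 further: negative B-score means reduced calcium response which marks RGS4 activation or potentiation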
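Detection: kinetic calcium fluorescence imaging with Fluo4-AM dye, 2 µM / Material: HEK293 cells with stable M3R and inducible RGS4 / Schedule: recording 10 s baseline at 1 Hz, 100 s post-agonist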
KCNK3 inh = human KCNK3 channel inhibition, primary screen | AID 602410 | CHO-KCNK3 thallium flux, FluxOR fluorescence; hits give low values | B-score at 10 µM | 0.84% of 340,000 active;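 active means B-score under library mean minus 4 SD, starting fluorescence ratio at most library mean plus 5 SD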;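 further: more negative B-score means stronger inhibition of thallium flux through KCNK3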
GSK3 alpha inh = inhibitors of human GSK-3 alpha kinase; ADP-Glo luminescence, 60 min; AID 2650; 0.1% of 320,000 active; P49840; inhibition, % at 10 µM;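 in the data active means inhibition above about 50%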;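 further: GST-tagged GSK-3 alpha with peptide substrate and 25 µM ATP; 0% = DMSO neutral wells and 100% = GW8510 positive control wells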
Target sequence (P49840 whole entry, looked up): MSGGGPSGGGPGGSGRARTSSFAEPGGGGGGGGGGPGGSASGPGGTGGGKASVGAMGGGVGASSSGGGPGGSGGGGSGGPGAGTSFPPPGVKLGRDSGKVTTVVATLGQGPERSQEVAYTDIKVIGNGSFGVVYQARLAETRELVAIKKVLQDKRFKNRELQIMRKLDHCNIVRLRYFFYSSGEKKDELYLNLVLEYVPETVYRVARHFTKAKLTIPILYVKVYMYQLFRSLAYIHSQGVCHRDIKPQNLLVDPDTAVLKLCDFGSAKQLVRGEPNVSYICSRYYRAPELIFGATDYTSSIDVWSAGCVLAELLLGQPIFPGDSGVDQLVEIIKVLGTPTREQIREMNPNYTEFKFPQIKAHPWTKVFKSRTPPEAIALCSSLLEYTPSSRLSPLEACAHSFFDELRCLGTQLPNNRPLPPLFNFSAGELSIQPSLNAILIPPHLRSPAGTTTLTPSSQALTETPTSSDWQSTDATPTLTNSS
* = called active by the depositor; i = inactive; x = no result given; & = joins results of further samples. A portion of the library, so the mix of outcomes need not match the whole.

Value order: RGS4 pot	GSK3 alpha inh	KCNK9 inh	hERG rescue	PolyA inhibitor	KCNQ1 inh	GSK3beta inhib	KCNQ1 act	KCNK3 inh	RGS4 block	DYRK1A inh
Cc1ccc(Sc2ncnc3onc(C)c23)cc1
 : i	-4	i	-13	i	i	-2	i	i	i	-13
CCN(CC)S(=O)(=O)c1cccc(C(=O)N[C@H](C(=O)OCC(=O)NC(=O)NC)C(C)C)c1
 : i	1	i	-4	i	i	0	i	i	i	-4
COc1ccc(S(=O)(=O)N2CCN(C(=O)c3cnc(C)cn3)CC2)cc1
 : i	-1	i	-3	i	i	1	i	i	i	-2
CCOc1ccccc1OCC(=O)Nc1cc2c(cc1C(=O)O)OCCCO2
 : i	-3	i	-4	i	i	2	i	i	i	4
O=c1c([N+](=O)[O-])c(NC2CCCCC2)c2ccccc2n1-c1ccccc1
 : i	-3	i	4	i	i	-2	i	i	i	x
Fc1ccc(-c2nc(-c3cnccn3)no2)c(Cl)c1
 : i	0	i	-5	i	i	0	i	i	i	9
Cc1cc(C(F)(F)F)nn1CC(=O)NCC1CCCO1 (stereo not drawn)
 : i	-1	i	-9	i	i	2	i	i	i	3
COc1ccc(-c2nc3ccccc3c(=O)n2CCN2CCOCC2)cc1
 : i	-2	i	-7	i	i	-1	i	i	i	-7
COc1ccc(NC(=O)c2nc3nccc(C)n3n2)cn1
 : i	0	i	-13	i	i	-24	i	i	i	-1
COc1ccc(N2CCN(C(c3nnnn3C3CCCC3)C(C)C)CC2)cc1 (stereo not drawn)
 : i	-3	i	-9	i	i	2	i	i	i	-3
COc1cc2c(cc1OC)CN(C(C)C(=O)N1CCc3ccccc31)CC2 (stereo not drawn)
 : i	-3	i	-7	i	i	-1	i	i	i	-8
CCn1ncc(C(=O)Nc2ccc(S(=O)(=O)N3CCCC3)cc2)c1C
 : i	-2	i	-6	i	i	2	i	i	i	4
CCCC(=O)N(Cc1cc2ccccc2[nH]c1=O)c1ccccc1OC
 : i	-2	i	-6	i	i	-1	i	i	i	-1
COc1ccc2c(c1)c1nc3ccccc3nc1n2CC(=O)OC(C)C
 : i	-3	i	-14	i	i	-1	i	i	i	-2
CS(=O)(=O)Nc1ccc(C(=O)N2CCc3ccccc3C2)cc1
 : i	2	i	-8	i	i	2	i	i	i	-3

Twelve of the compounds above, in markdown:
| SMILES | RGS4 pot | GSK3 alpha inh | KCNK9 inh | hERG rescue | PolyA inhibitor | KCNQ1 inh | GSK3beta inhib | KCNQ1 act | KCNK3 inh | RGS4 block | DYRK1A inh |
| --- | --- | --- | --- | --- | --- | --- | --- | --- | --- | --- | --- |
| CCOc1ccccc1OCC(=O)Nc1cc2c(cc1C(=O)O)OCCCO2 | i | -3 | i | -4 | i | i | 2 | i | i | i | 4 |
| O=c1c([N+](=O)[O-])c(NC2CCCCC2)c2ccccc2n1-c1ccccc1 | i | -3 | i | 4 | i | i | -2 | i | i | i | x |
| Fc1ccc(-c2nc(-c3cnccn3)no2)c(Cl)c1 | i | 0 | i | -5 | i | i | 0 | i | i | i | 9 |
| Cc1cc(C(F)(F)F)nn1CC(=O)NCC1CCCO1 (stereo not drawn) | i | -1 | i | -9 | i | i | 2 | i | i | i | 3 |
| COc1ccc(-c2nc3ccccc3c(=O)n2CCN2CCOCC2)cc1 | i | -2 | i | -7 | i | i | -1 | i | i | i | -7 |
| COc1ccc(NC(=O)c2nc3nccc(C)n3n2)cn1 | i | 0 | i | -13 | i | i | -24 | i | i | i | -1 |
| COc1ccc(N2CCN(C(c3nnnn3C3CCCC3)C(C)C)CC2)cc1 (stereo not drawn) | i | -3 | i | -9 | i | i | 2 | i | i | i | -3 |
| COc1cc2c(cc1OC)CN(C(C)C(=O)N1CCc3ccccc31)CC2 (stereo not drawn) | i | -3 | i | -7 | i | i | -1 | i | i | i | -8 |
| CCn1ncc(C(=O)Nc2ccc(S(=O)(=O)N3CCCC3)cc2)c1C | i | -2 | i | -6 | i | i | 2 | i | i | i | 4 |
| CCCC(=O)N(Cc1cc2ccccc2[nH]c1=O)c1ccccc1OC | i | -2 | i | -6 | i | i | -1 | i | i | i | -1 |
| COc1ccc2c(c1)c1nc3ccccc3nc1n2CC(=O)OC(C)C | i | -3 | i | -14 | i | i | -1 | i | i | i | -2 |
| CS(=O)(=O)Nc1ccc(C(=O)N2CCc3ccccc3C2)cc1 | i | 2 | i | -8 | i | i | 2 | i | i | i | -3 |

Record cards, as listed above.
`CCn1ncc(C(=O)Nc2ccc(S(=O)(=O)N3CCCC3)cc2)c1C` is listed with RGS4 pot: i; GSK3 alpha inh: -2; KCNK9 inh: i; hERG rescue: -6; PolyA inhibitor: i; KCNQ1 inh: i; GSK3beta inhib: 2; KCNQ1 act: i; KCNK3 inh: i; RGS4 block: i; DYRK1A inh: 4
`CCCC(=O)N(Cc1cc2ccccc2[nH]c1=O)c1ccccc1OC` is listed with RGS4 pot: i; GSK3 alpha inh: -2; KCNK9 inh: i; hERG rescue: -6; PolyA inhibitor: i; KCNQ1 inh: i; GSK3beta inhib: -1; KCNQ1 act: i; KCNK3 inh: i; RGS4 block: i; DYRK1A inh: -1

(continued)
Value order: RGS4 pot	GSK3 alpha inh	KCNK9 inh	hERG rescue	PolyA inhibitor	KCNQ1 inh	GSK3beta inhib	KCNQ1 act	KCNK3 inh	RGS4 block	DYRK1A inh
CCCCn1c(N)c(N(CCC(C)C)C(=O)c2[nH]c(C)c(C(=O)OCC)c2C)c(=O)[nH]c1=O
 : i	0	i	-10	i	i	2	i	i	i	1
COc1ccc(CNc2cccc(C)n2)c(O)c1
 : i	-1	i	-2	i	i	-1	i	i	i	13
CCN(c1ccccc1)S(=O)(=O)c1ccc(Cl)c(NC(=O)CSc2ncn[nH]2)c1
 : i	-2	i	-13	i	i	1	i	i	i	2
COc1ccccc1C(=O)C1CCCN(C(=O)c2cnn(C(C)C)c2)C1 (stereo not drawn)
 : i	0	i	-9	i	i	x	i	i	i	1
COc1ccc(-n2nc3c(c2NC(=O)c2ccc(Br)o2)CS(=O)(=O)C3)cc1
 : i	0	i	-8	i	i	2	i	i	i	4
O=C(O)c1ccccc1C(=O)N1CCc2c([nH]c3ccccc23)C1C(F)(F)F (stereo not drawn)
 : i	0	i	-10	i	i	0	i	i	i	x
COCCNc1nc(C)cc(-c2cc(C(=O)NCc3ccccc3)on2)n1
 : i	1	i	-5	i	i	1	i	i	i	4
COCCCn1c(-c2ccc(OC)cc2)nc2nc3ccccc3nc21
 : i	x	i	-5	i	i	-26	i	x	i	x
COc1cc(Br)c(CC(=O)NC2CC2)cc1OC
 : i	0	i	-7	i	i	0	i	i	i	3
Cc1cc(Br)ccc1OCCCCN1CCC(C)CC1
 : -8.5*	1	i	-11	i	i	-1	i	i	i	3
COc1ccc(NC(=O)Cc2nnc(N)s2)cc1
 : i	-1	i	-6	i	i	3	i	i	i	x
Cc1cccc(NS(=O)(=O)c2c(C(=O)N3CCOCC3)c(C)n(C)c2C)c1C
 : i	-1	i	-4	i	i	0	i	i	i	-7
COC(=O)c1sc(-c2ccc(Cl)cc2)cc1NC(=O)/C=C/C(=O)O
 : i	0	i	-3	i	i	2	i	i	i	-4
CCc1cccc(C)c1NC(=O)COC(=O)c1c2c(nc3ccccc13)/C(=C\c1cccs1)CCC2
 : i	-2	i	-8	i	i	1	i	i	i	-5
Cc1cccc(/C=C(\C#N)C(=O)Nc2ccccn2)c1
 : i	0	i	-6	i	i	-1	i	i	i	-3

Value order: RGS4 pot	GSK3 alpha inh	KCNK9 inh	hERG rescue	PolyA inhibitor	KCNQ1 inh	GSK3beta inhib	KCNQ1 act	KCNK3 inh	RGS4 block	DYRK1A inh
CCCCC(=O)NC(c1ccccc1Cl)c1ccc2cccnc2c1O (stereo not drawn)
 : i	0	i	-2	i	i	2	i	i	i	1
N#Cc1c(NC(=O)C2CCCO2)sc2c1CCCCC2 (stereo not drawn)
 : i	0	i	-6	i	i	1	i	i	i	0
Cc1cc(C)nc(N(C#N)S(=O)(=O)c2ccccc2)n1
 : i	4	i	-9	i	i	4	i	i	i	7
CCn1c(=O)c(C(=O)Nc2ccc(C)cc2C)c(O)c2ccccc21
 : i	-3	i	-4	i	i	4	i	i	i	4
CC(C)NC(=O)CSc1c2c(nc3ccccc13)CCCC2
 : i	x	i	-14	i	i	-5	i	i	i	3
CC(Oc1cccc(Cl)c1)C(=O)Nc1ccccc1N1CCCC1 (stereo not drawn)
 : i	-4	i	-18	i	i	6	i	-8.8*	i	0
COc1ccccc1C1c2c(C)nn(-c3ccccc3)c2NC(=O)C1NC(=O)c1ccccc1 (stereo not drawn)
 : i	2	i	-6	i	i	1	i	i	i	-5
COc1ccccc1C(=O)NN1C(=O)C2C3C=CC(O3)C2C1=O (stereo not drawn)
 : i	1	i	-8	i	i	-3	i	i	i	-4
COc1ccc(C(c2nnnn2C2CCCCC2)N2CCN(C)CC2)c(OC)c1 (stereo not drawn)
 : i	-1	i	-7	i	i	1	i	i	i	-4
O=C(Nc1ccc(S(=O)(=O)Nc2cnc3ccccc3n2)cc1)c1ccc(Cl)c([N+](=O)[O-])c1
 : i	-3	i	-1	i	i	5	i	i	8.9*	9
COc1ccc(S(=O)(=O)N2CCN(C)CC2)cc1C(=O)N1CCCCC1
 : i	-2	i	-11	i	i	-3	i	i	i	-11
CC1CC(C)CN(C(=O)Cn2c(-c3nonc3N)nc3ccccc32)C1 (stereo not drawn)
 : i	-4	i	-14	i	i	-4	i	i	i	0
CCNC(=O)NC(=O)C(C)OC(=O)c1ccc(-n2nc(SC)sc2=S)cc1 (stereo not drawn)
 : i	x	i	-1	i	i	0	i	i	i	-2
COC(=O)C1=C(C)N(c2ccc(C)c(C)c2)/C(=C/c2cccs2)C1=O
 : i	0	i	-6	i	i	-3	i	i	i	0
COc1ccc(C2CC(C(F)(F)F)n3nc(C(=O)NCc4c(C)nn(C)c4C)c(Cl)c3N2)cc1 (stereo not drawn)
 : i	-2	i	-13	i	i	1	i	i	i	-2
CCOC(=O)c1c(CN2CCCCC2)oc2ccc(OC)cc12
 : i	3&-5	i	-10&-7	i	i	0&2	i	i	i	-2&1
O=C(c1ccc2c(c1)OCO2)N1CCNc2ccccc2C1
 : i	0	i	-7	i	i	3	i	i	i	0
COc1ccc(OC)c(NS(=O)(=O)c2ccc(Cl)nc2)c1
 : i	-11	i	-9	i	i	-2	i	i	i	-2

Assay outcomes as filed in PubChem.
